# KOR beta-arrestin-1 = kappa opioid receptor blockers – cell-based, luminescence, uHTS (AID 1778); inhibition, % at 10 µM, or IC50 in µM where a hit was titrated; actives 0.091% (n = 290,000); KOR beta-arrestin recruitment, luminescence, antagonist mode; higher % means a stronger effect; in the data active = inhibition above about 50%; note: strong numbers were not always called active
# Dengue-2 NS5 capping = Dengue-2 NS5 methyltransferase inhibitors, primary screen, biochemical, confirmation dose response (AID 588689) | actives 0.3% (n = 340,000) | one-dose inhibition, % at 25 µM; IC50 in µM for titrated hits | Dengue-2 NS5 methyltransferase capping enzyme assay, biochemical; higher % means a stronger effect; in the data active = a potency from the dose series; inconclusive = inhibition above about 29% without an active follow-up result
# GPR55 antagonists = GPR55 antagonists blocking LPI-driven arrestin recruitment, primary screen, imaging, U2OS, beta-arrestin-GFP, LPI agonist (AID 2013). U2OS GPR55 beta-arrestin-GFP translocation imaging, LPI antagonism; higher % means a stronger effect. inhibition, % at 10 µM, or IC50 in µM where a hit was titrated. actives 0.13% (n = 290,000);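 active = spots per cell inhibited over 60%, with over 100 cells counted and total cytoplasm intensity under 500,000; inconclusive = wells with under 100 cells, flagged as likely toxic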;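 note: U2OS cells stably carrying GPR55 and arrestin-GFP stimulated by 5 µM LPI near EC80; imaged beta-arrestin-GFP aggregate spots per cell after agonist stimulation; plate controls were LPI-stimulated DMSO wells for no effect and DMSO wells without LPI for full effect; some results filed as inactive read as strong as hits; confirmed hits need IC50 under 10 µM and bright autofluorescent wells are also inconclusive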
# KOR beta-arrestin-2 = KOR agonists, beta-arrestin recruitment, primary screen, cell-based, luminescence, uHTS (AID 1777). actives 0.02% (n = 280,000). KOR beta-arrestin recruitment, luminescence; higher % means a stronger effect. activation, % at 10 µM, or EC50 in µM where a hit was titrated; in the data active = activation above about 50%, passing the limit was not always enough; note: a part of the inactive calls stands beside numbers as strong as those of hits
# West Nile virus CPE = West Nile virus antiviral activity, cell-based, CPE readout (AID 1621) | West Nile virus-infected cells, CPE inhibition; higher % means a stronger effect | CPE inhibition, % at 10 µM, or IC50 in µM where a hit was titrated | actives 0.02% (n = 290,000); in the data active = a potency from the dose series; inconclusive = CPE inhibition mostly from about 3.7% at the one dose, without a potency; inactive = the rest, 99 in 100 with CPE inhibition below about 2.2%; note: strong numbers were not always called active
# GPR35 arrestin U2OS = GPR35 antagonists blocking zaprinast-driven arrestin recruitment, primary screen, imaging, U2OS, beta-arrestin-GFP, zaprinast agonist (AID 2058); U2OS GPR35 beta-arrestin-GFP translocation imaging, zaprinast antagonism; higher % means a stronger effect; one-dose inhibition, % at 10 µM; IC50 in µM for titrated hits; actives 0.052% (n = 290,000);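 active = inhibition of at least 50% with at least 30 cells and total cytoplasm GFP at most 10,000,000; inconclusive = under 30 cells or total GFP of 10,000,000 plus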
# GPR55 beta-arrestin = selective activators of receptor GPR55 – imaging, U2OS cells, beta-arrestin-GFP redistribution, primary screen (AID 1961); U2OS GPR55 beta-arrestin-GFP redistribution imaging; higher % means a stronger effect; activation, % at 10 µM; hits with a dose series show EC50 in µM; actives 0.048% (n = 290,000);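 active = activation above 40% with more than 50 cells counted in the well; inconclusive = wells holding fewer than 50 cells, flagged as toxic or sparse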;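 note: U2OS osteosarcoma cells stably expressing GPR55 and beta-arrestin-GFP; plate controls were DMSO negative control for no effect and LPI positive control for full effect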
# NOD1 inhibition = inhibition of NOD1-driven NF-kB reporter – cell-based, luminescence, uHTS, primary screen (AID 1578). NOD1-driven NF-kB luciferase reporter cells, luminescence; higher % means a stronger effect. one-dose inhibition, % at 4 µM; EC50 in µM for titrated hits. actives 1% (n = 290,000); in the data active = inhibition mostly above about 36%, no sharp cut-off; inactive = mostly below about 34%;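 note: HEK-293T reporter cells stimulated with the NOD1 agonist gamma-tri-DAP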
# HIV fusion peptide = inhibitors of HIV fusion peptide binding, primary screen, biochemical, uHTS, fluorescence dequenching (AID 1986); cell-free peptide binding, fluorescence dequenching, 30 min; higher % means a stronger effect; one-dose inhibition, % at 20 µM; IC50 in µM for titrated hits; actives 0.3% (n = 290,000); in the data active = inhibition mostly above about 52%, no sharp cut-off; inactive = mostly below about 76%; note: some results filed as inactive read as strong as hits
# Dengue-2 NS5 capping pilot replicate = further read-out of Dengue-2 NS5 capping, marked with its call; inhibition, %; measured here: pilot screen replicate inhibition
# * hit, by the source's call; u = inconclusive; x = no result given; [ ] = another dose, or the depositor's remark. This is a subset; rates above refer to the full screens.
SMILES,KOR beta-arrestin-1,Dengue-2 NS5 capping,GPR55 antagonists,KOR beta-arrestin-2,West Nile virus CPE,GPR35 arrestin U2OS,GPR55 beta-arrestin,NOD1 inhibition,HIV fusion peptide,others
CCn1c(SCC(=O)Nc2ccc(OC)c(OC)c2)nnc1-c1c[nH]c2ccccc12,3.5%,-1.4%,-23.3%,-3.3%,0.3%,9.3%,-0.3%,-1.7%,-0.5%,
CC(C)OP(=O)(CCP(=O)(OC(C)C)OC(C)C)OC(C)C,-5.1%,6.9%,2.2%,1.8%,-0.2%,10.3%,0.3%,-6.5%,-0.4%,
OC1CCN(c2c3c(nc4cc(-c5ccc(F)cc5)nn24)CCC3)CC1,5.2%,-10.6%,4.5%,-3.1%,-0.4%,12.3%,-0.1%,2.9%,0.7%,
O=C(/C=C/c1cccc([N+](=O)[O-])c1)Nc1ccc(Cl)cn1,-35.8%[20 µM],5.5%,-4.7%,-0.5%,u,12.6%,-0.1%,-50.5%,1.6%,
COc1ccc(CNC(=O)C2CCN(C(=O)c3ccccc3)CC2)cc1,21.9%,2.6%,3.4%,-3.5%,0.6%,-9.9%,-0.1%,-16.4%,0.5%,
COCCNc1nnc(SCC(=O)c2c[nH]c3ccccc23)s1,34.4%,2.9%,10.6%,0.6%,-1.1%,-3.5%,-0.4%,-15.9%,0.6%,
COc1ccc(CCNC(=O)C(=O)NCC2OCCN2S(=O)(=O)c2ccc3c(c2)OCCO3)cc1OC (stereo unspecified),-36.3%,-2.6%,-12.8%,5.8%,-0.7%,5.0%,-0.2%,24.7%,1.0%,
c1cncc(CNc2ccc3c(c2)OCO3)c1,12.1%,29.7%,2.6%,0.2%,-0.3%,-9.1%,0.3%,-3.0%,0.1%,
CCOC(=O)c1ccc(N2CCCCC2)c(NS(=O)(=O)c2cccc(C(F)(F)F)c2)c1,22.5%,-5.4%,10.8%,-0.6%,-1.0%,17.8%,0.3%,-6.3%,-1.4%,
O=C(NC1CCN(Cc2ccccc2)CC1)c1ccc2c(c1)OCCCO2,-12.8%,-7.8%,7.8%,3.8%,-0.7%,-2.3%,-0.2%,-9.1%,-0.3%,

# Nothing new here: entries from further up.
SMILES,KOR beta-arrestin-1,Dengue-2 NS5 capping,GPR55 antagonists,KOR beta-arrestin-2,West Nile virus CPE,GPR35 arrestin U2OS,GPR55 beta-arrestin,NOD1 inhibition,HIV fusion peptide,others
COc1ccc(CCNC(=O)C(=O)NCC2OCCN2S(=O)(=O)c2ccc3c(c2)OCCO3)cc1OC (stereo unspecified),-36.3%,-2.6%,-12.8%,5.8%,-0.7%,5.0%,-0.2%,24.7%,1.0%,
c1cncc(CNc2ccc3c(c2)OCO3)c1,12.1%,29.7%,2.6%,0.2%,-0.3%,-9.1%,0.3%,-3.0%,0.1%,
CCOC(=O)c1ccc(N2CCCCC2)c(NS(=O)(=O)c2cccc(C(F)(F)F)c2)c1,22.5%,-5.4%,10.8%,-0.6%,-1.0%,17.8%,0.3%,-6.3%,-1.4%,
O=C(NC1CCN(Cc2ccccc2)CC1)c1ccc2c(c1)OCCCO2,-12.8%,-7.8%,7.8%,3.8%,-0.7%,-2.3%,-0.2%,-9.1%,-0.3%,

# Next section:
SMILES,KOR beta-arrestin-1,Dengue-2 NS5 capping,GPR55 antagonists,KOR beta-arrestin-2,West Nile virus CPE,GPR35 arrestin U2OS,GPR55 beta-arrestin,NOD1 inhibition,HIV fusion peptide,others
CN(C)C1NC(=O)c2cc(-c3ccccc3)sc2N1 (stereo unspecified),0.9%,-7.6%,4.9%,1.4%,0.0%,-7.5%,0.2%,-7.0%,0.2%,
Cc1ccc(NC(=O)CN2C(=O)N/C(=C\c3cccnc3)C2=O)cc1,-41.3%,-17.1%,1.8%,3.4%,-0.2%,0.6%,-0.1%,-3.6%,-0.8%,
O=C(NCCc1ccc(Cl)cc1)C1CCCO1 (stereo unspecified),-20.2%,-0.7%,-2.0%,-1.7%,-0.8%,-6.9%,0.2%,-6.4%,1.6%,
CCOC(=O)n1c(=O)oc2ccccc21,-21.8%,-2.0%,-12.2%,7.9%,-0.1%,21.8%,0.3%,16.2%,3.9%,
CCCc1nc2c(o1)CC(CC(C)SCC)CC2=O (stereo unspecified),-20.1%,2.7%,6.1%,-1.7%,0.0%,9.5%,0.2%,-4.1%,2.5%,
O=C(NC1CCCCC1)c1ccc(CN2CCOCC2)cc1,-32.5%,-2.2%,-1.7%,1.4%,0.2%,-1.9%,-0.1%,-7.6%,1.1%,
Fc1cccc(/C=N/N=C/c2cccc(F)c2)c1,-19.7%,13.8%,6.2%,-1.0%,-0.6%,-3.3%,-0.2%,-38.9%,1.7%,
COc1ccc2ccccc2c1CNCc1ccc(C)cc1,-17.4%,x,25.0%,1.1%,-2.3%,-15.2%,-0.2%,-32.1%,1.4%,
CC(=O)Nc1nc2ccc(C(=O)NC3CCCCC3)cc2s1,-28.8%,0.7%,-5.8%,15.2%,0.8%,0.1%,-0.4%,19.7%,0.2%,
CC1CC(C)(C)OC(C[N+]2(C)CCCCC2)O1 (stereo unspecified),7.8%,-5.4%,7.7%,-1.3%,-0.4%,-0.5%,-0.1%,-2.3%,0.1%,
O=C1NCC(O)=C1C=Nc1ccccc1O,16.0%,-10.4%,-1.0%,0.5%,-0.4%,6.0%,0.7%,0.2%,2.2%,
Cc1ccc(CNC(=O)CCC2CCCN(Cc3ccc4cccc(F)c4n3)C2)o1 (stereo unspecified),-0.2%,x,1.9%,-4.6%,-0.3%,-9.0%,-0.2%,-31.8%,-1.5%,
CC(C)(C)C(=O)CN1C(=O)C2(OCCO2)c2ccccc21,16.4%,0.0%,-2.0%,-1.2%,0.0%,12.0%,-0.3%,19.2%,-1.7%,
COc1ccccc1CN1CCNC(=O)C1CC(=O)NCCCN1CCCC1=O (stereo unspecified),-35.7%,8.1%,-5.8%,4.2%,0.2%,-15.0%,-0.1%,9.0%,2.2%,
COc1ccc(NN=Nc2ccc([N+](=O)[O-])cc2)cc1,-16.7%[20 µM],-6.2%,13.9%,-2.1%,-1.1%,16.8%,-0.1%,-44.9%,1.2%,
CCC(C(=O)NCc1ccccn1)n1c2ccccc2c2nc(=O)cc(C)n21 (stereo unspecified),-19.5%,3.2%,-0.6%,0.5%,-0.3%,-6.7%,-0.4%,4.1%,3.0%,
CC(=O)NC(c1ccccc1)c1nc2ccccc2[nH]1 (stereo unspecified),-4.6%,-2.1%,2.1%,0.2%,-0.4%,1.0%,-0.1%,-33.3%,-1.1%,
CC(C(=O)NCc1ccccc1)N1C(=O)CN(C)C(=O)c2ccccc21 (stereo unspecified),-33.3%,5.6%,4.5%,-2.8%,0.1%,12.3%,2.0%,-15.9%,-1.5%,
CC(=O)c1sc(NC(=O)CCN2C(=O)c3ccccc3C2=O)nc1C,11.4%,-1.9%,-2.1%,1.1%,-0.4%,4.5%,-0.1%,-29.2%,-1.7%,
Cc1cc(C)n2c(=O)c3ccc(Cl)cc3nc2c1C#N,6.4%,-0.8%,0.9%,-2.7%,0.6%,-5.8%,0.1%,-36.0%,3.1%,
CCOC(=O)c1cnc(-n2cc(C)cn2)nc1Nc1ccccc1OCC,-0.8%,-11.7%,15.9%,4.1%,0.5%,7.6%,-0.1%,25.0%,-2.6%,Dengue-2 NS5 capping pilot replicate=-1.8
COc1cc(C)c(COc2ncnc3ccccc23)cc1OC,-24.4%,-4.4%,-6.1%,2.2%,-0.2%,-7.5%,-0.2%,-15.2%,-0.4%,
CCCn1cc(CN2CCN(Cc3ccc(C)o3)C(CCO)C2)c(C)n1 (stereo unspecified),-12.0%,-7.1%,-1.4%,3.3%,-0.6%,-8.9%,-0.3%,-33.8%,2.9%,
Nc1nnc(/C=C/c2cccc([N+](=O)[O-])c2)s1,1.1%,-7.1%,5.1%,4.8%,-0.8%,9.5%,-0.1%,-7.2%,-3.3%,
CCCCN(CC)C(=O)c1oc2ccc(S(=O)(=O)N3CCCC3)cc2c1C,13.8%,-5.4%,8.6%,-2.4%,-0.4%,13.1%,-0.1%,-0.7%,-0.7%,
CCOC(=O)c1sc(NC(=S)NC(=O)c2ccccc2Cl)c(C(=O)OCC)c1C,-8.4%,-1.6%,8.9%,1.7%,0.0%,-12.2%,-0.2%,-26.6%,5.6%,
O=C(CSc1ccccc1)Nc1ccc2c(c1)OCO2,-7.0%,-2.4%,9.0%,2.5%,0.2%,-3.0%,-0.1%,-70.0%,-2.0%,
Cc1ccc(S(=O)(=O)N2CCOCC2)cc1C(=O)NCCCn1ccnc1,-10.1%,-4.0%,13.9%,4.7%,x,12.2%,-0.2%,-10.4%,0.3%,
O=C(CNC(=O)c1cccc(F)c1)OCC(=O)N1CCCCC1,1.4%,7.1%,-8.1%,0.2%,0.3%,-20.7%,-0.1%,-33.1%,-1.3%,
Cc1ccc(C)c(N2CCN(C(=O)C3CCCCN3S(=O)(=O)c3ccc(F)cc3)CC2)c1 (stereo unspecified),10.5%,-1.4%,0.6%,3.6%,-0.5%,8.3%,-0.1%,22.2%,-1.1%,
CCOP(=O)(NC12CC3CC(CC(C3)C1)C2)NC12CC3CC(CC(C3)C1)C2,-1.6%,7.1%,0.6%,2.8%,-0.4%,-7.3%,-0.1%,-33.9%,-0.2%,
CN=CC1=C(O)C(C(=O)OC)C(C)(C)CC1=O (stereo unspecified),-25.9%,-7.0%,7.8%,2.7%,0.1%,-0.7%,-0.3%,-12.3%,0.4%,
Cc1cccc(N2CCN(C(=S)c3ccc(-c4ccccc4[N+](=O)[O-])o3)CC2)c1,-49.1%,-1.3%,-7.7%,-4.4%,-1.0%,x,0.6%,-39.7%,22.1%,
CCCOc1ccc(Cc2c(Cl)nc(SC)nc2NC)cc1,-18.2%,1.8%,8.3%,-1.2%,-1.1%,1.7%,0.0%,52.9%,3.0%,
COc1ccc(-c2cc3nc(C)c(CCC(=O)NC(C)CCc4ccco4)c(C)n3n2)c(OC)c1 (stereo unspecified),x,-11.7%,24.1%,-2.9%,0.6%,13.4%,0.0%,12.7%,0.6%,
CC(=O)c1c(C)oc2c1C(=O)c1ccccc1C2=O,-23.3%,-9.7%,-5.6%,1.1%,1.9%,-6.7%,0.6%,79.5%*,0.7%,
O=C(O)C1CSC2c3ccccc3C(=O)N12 (stereo unspecified),-7.7%,-4.0%,-4.2%,-1.6%,0.0%,12.4%,-0.1%,1.4%,1.8%,
